High-throughput results from PubChem BioAssay.
TDP1 cell CPT: growth inhibition of DT40 Tdp1-/-;hTDP1 cells with camptothecin (screen for TDP1 inhibitors); chicken DT40 Tdp1-/-;hTDP1 cells + 20 nM CPT, ATP luminescence, 48 h; Potency, µM (top dose mostly 46.2 µM), for inactives: at the top dose activity change, negative = growth inhibition, most hits filed as inhibitors; 420,000 tested, 12% active; also: nearly all actives have a fitted effect of over 55% in size
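Cell growth measured by CellTiter-Glo luminescence after a minimum 48 h, 37 C compound exposure with 20 nM CPT in Tdp1-knockout DT40 cells stably expressing hTDP1, seeded 400/well; qHTS titration format.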
TDP1 cell noCPT: qHTS for Inhibitors of human tyrosyl-DNA phosphodiesterase 1 (TDP1): qHTS in cells in absence of CPT; Potency, µM (highest dose often 46.2 µM), for inactives: top-dose activity change, negative = growth inhibition, hits mostly inhibitors; DT40 Tdp1-/- hTDP1 cells, no CPT, ATP luminescence, 48 h; AID 686978, 2013; 420,000 tested, 15% active; also: nearly all actives have a fitted effect of over 55% in size
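A cellular qHTS used chicken DT40 cells lacking endogenous Tdp1 but carrying stably transfected human TDP1. Compounds were applied without camptothecin, and cell growth kinetics were judged by ATP-dependent luminescence after ≥48 hr.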
TDP1 block: TDP1 (human) enzyme inhibition | Q9NUW8 | 350,000 tested, 0.28% active | recombinant TDP1, AlphaScreen DNA substrate cleavage | Potency, µM (top dose mostly 130 µM), for the others: top-dose activity change, negative = inhibition, most hits filed as inhibitors | AID 485290; also: nearly all actives have a fitted effect of over 40% in size
Target sequence (Q9NUW8 whole entry, looked up): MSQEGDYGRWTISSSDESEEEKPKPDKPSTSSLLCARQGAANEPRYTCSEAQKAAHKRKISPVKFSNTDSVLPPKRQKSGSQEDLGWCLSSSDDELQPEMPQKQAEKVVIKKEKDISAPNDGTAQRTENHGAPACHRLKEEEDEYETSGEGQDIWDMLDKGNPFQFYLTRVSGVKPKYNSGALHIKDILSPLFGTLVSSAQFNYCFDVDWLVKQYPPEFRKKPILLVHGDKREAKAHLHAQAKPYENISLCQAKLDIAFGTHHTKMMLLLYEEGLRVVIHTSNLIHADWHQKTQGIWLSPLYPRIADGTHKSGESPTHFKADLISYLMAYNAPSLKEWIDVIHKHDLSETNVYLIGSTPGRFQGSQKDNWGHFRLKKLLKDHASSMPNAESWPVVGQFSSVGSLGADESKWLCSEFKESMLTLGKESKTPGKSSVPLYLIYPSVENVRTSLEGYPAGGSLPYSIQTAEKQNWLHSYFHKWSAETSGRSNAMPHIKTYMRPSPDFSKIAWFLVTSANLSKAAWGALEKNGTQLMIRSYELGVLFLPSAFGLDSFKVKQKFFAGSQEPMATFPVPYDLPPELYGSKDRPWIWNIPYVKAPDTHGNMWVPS
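E. coli-derived human Tdp1, 1 nM final. Cpd preinc 15 min RT; substrate 15 nM final, 5 min RT; AS bead mix 10 ug/ml final, 10 min RT. Signal loss = tyrosine-FITC cleavage. No-enzyme wells = max signal.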
The depositor's hits bear a star; & = joins results of further samples. Calls follow the shape of the dose curve; as a rule, active = well fitted curve in the direction sought with a large enough effect; inconclusive = small, poorly fitted or top-dose-only effect, or another doubt; inactive = no such curve, though single readings can be large; an effect the other way counts as inactive or inconclusive. % is scaled to controls: 0 for no effect and ±100 for the full control effect; potency is read from the fitted curve at half-maximal effect. Compounds as they come; 18% or so of the library scored in one or more.

For COc1ccc(NS(=O)(=O)c2ccc3c(c2)NC(=O)CO3)c(OC)c1 the results were TDP1 cell CPT -5%, TDP1 cell noCPT -1% and TDP1 block 6%.
For COc1cccc(-n2c(=O)n(Cc3ccccc3)c(=O)c3[nH]cnc32)c1C the results were TDP1 cell CPT -3% and TDP1 cell noCPT inconclusive.
`CC(CC(C)C(=O)Nc1ccccc1C(C)(C)C)C(=O)O` (stereo not drawn) gave TDP1 cell CPT 0%, TDP1 cell noCPT -20% and TDP1 block -2%.
For Cc1ccc(-n2c(N)c(S(=O)(=O)c3ccccc3)c3nc4ccccc4nc32)cc1 the results were TDP1 cell CPT inconclusive, TDP1 cell noCPT inconclusive and TDP1 block 1%.
`Cc1nn(-c2ccccc2)c2c1N(CC(=O)N1CCN(c3ccc(F)cc3)CC1)C(=O)CS2` gave TDP1 cell CPT inconclusive, TDP1 cell noCPT 21µM* and TDP1 block 5%.
CCC1(C2CCN(C(=O)c3ccccc3Cl)CC2)NC(=O)N(CCc2scnc2C)C1=O (stereo not drawn) was read as TDP1 cell CPT 19% and TDP1 cell noCPT -9%.
For O=C(NC1CC1)c1sc2cc([N+](=O)[O-])ccc2c1Cl the results were TDP1 cell CPT -6%, TDP1 cell noCPT inconclusive and TDP1 block 8%.
For CCc1ccc(C(O)c2ncc(-c3ccccc3F)[nH]2)cc1 (stereo not drawn) the results were TDP1 cell CPT inconclusive and TDP1 cell noCPT inconclusive.
For CCCOc1ccc(C(O)(CCN2CCCCC2)c2ccccc2OC)cc1 (stereo not drawn) the results were TDP1 cell CPT 18µM* and TDP1 cell noCPT 15µM*.
For Cc1ccc(CNC(=O)C2CC(=O)N(CCC(C)C)C2)cc1 (stereo not drawn) the results were TDP1 cell CPT -10%, TDP1 cell noCPT 2% and TDP1 block 6%.
For CCC(=O)N1CCCc2cc(S(=O)(=O)N3CCC(C(=O)NC4CCCCC4)CC3)ccc21 the results were TDP1 cell CPT -3%, TDP1 cell noCPT -20% and TDP1 block 1%.
Screening COc1ccccc1C(=O)OCc1c(-c2ccccc2)ncc2ccccc12 returned TDP1 cell CPT 16µM*, TDP1 cell noCPT inconclusive and TDP1 block 0%.
Screening C=CCn1c(-c2cc3c(s2)CCC(CC)C3)n[nH]c1=S (stereo not drawn) returned TDP1 cell CPT inconclusive, TDP1 cell noCPT inconclusive and TDP1 block 8%.
`CC1=C(C(=O)N2CCOCC2)CC(CC(=O)NC(c2ccccc2)c2ccccc2)C(=O)N1Cc1ccc(F)cc1` (stereo not drawn) gave TDP1 cell CPT 0% and TDP1 cell noCPT inconclusive.
For CCOC(=O)c1cc(CC)sc1NC(=O)c1ccc(N2C(=O)CCC2=O)cc1 the results were TDP1 cell CPT 1%, TDP1 cell noCPT -15% and TDP1 block 3%.
Cc1c(C(=O)Nc2ccccc2C(=O)N2CCOCC2)cccc1[N+](=O)[O-] was read as TDP1 cell CPT -1%, TDP1 cell noCPT 0% and TDP1 block 3%.
For COc1cccc(NC(=O)CN(C)C(=O)CN2C(=O)NC(C)(c3ccc(C)cc3)C2=O)c1 (stereo not drawn) the results were TDP1 cell CPT inconclusive, TDP1 cell noCPT inconclusive and TDP1 block 1%.
Screening Cc1cc(=O)oc2cc(OCC(=O)c3ccc4c(c3)NC(=O)CO4)ccc12 returned TDP1 cell CPT 0%, TDP1 cell noCPT -26% and TDP1 block -9%.
CCCCC(=O)N(C)c1c(C)nc2ccc(C(=O)N3CCN(c4ccccc4)CC3)cn12 was read as TDP1 cell CPT -27% and TDP1 cell noCPT -22%.
`Cc1nc(NCCc2ccc(Cl)cc2)c2nnn(Cc3ccccc3)c2n1` gave TDP1 cell CPT 8% and TDP1 cell noCPT 0%.

Filtered by structure, the entries above containing a nitro group on carbon.
For O=C(NC1CC1)c1sc2cc([N+](=O)[O-])ccc2c1Cl the results were TDP1 cell CPT -6%, TDP1 cell noCPT inconclusive and TDP1 block 8%.
Cc1c(C(=O)Nc2ccccc2C(=O)N2CCOCC2)cccc1[N+](=O)[O-] was read as TDP1 cell CPT -1%, TDP1 cell noCPT 0% and TDP1 block 3%.

(list continues)
Screening CCOC(=O)N1CCN(C(=O)Cc2ccc(Cl)cc2)CC1 returned TDP1 cell CPT 0%, TDP1 cell noCPT -12% and TDP1 block 0%.
O=C(OCc1cc(=O)n2ccsc2n1)c1ccc(O)cc1O was read as TDP1 cell CPT -20%, TDP1 cell noCPT -17% and TDP1 block -1%.
Screening CCN(CC(=O)Nc1ccc(Cl)c(S(=O)(=O)N(C)C)c1)Cc1nc2ccccc2c(=O)[nH]1 returned TDP1 cell CPT inconclusive, TDP1 cell noCPT inconclusive and TDP1 block 6%.
For CCn1c(CNC(=O)C23CC4CC(CC(C4)C2)C3)nnc1SCC(=O)Nc1ccc(OC)cc1 the results were TDP1 cell CPT -22%, TDP1 cell noCPT -26% and TDP1 block 5%.
For Cc1ccc(C)c(C(=O)N2CCN(c3ncccn3)CC2)c1 the results were TDP1 cell CPT -2% and TDP1 cell noCPT 18%.
For CCCc1oc(C(=O)O)cc1CN1CCCC1 the results were TDP1 cell CPT 2%, TDP1 cell noCPT -13% and TDP1 block -7%.
O=C(O)CCC(=O)Nc1ccccc1C(=O)N1CCN(c2ccc(Cl)cc2)CC1 was read as TDP1 cell CPT 5%, TDP1 cell noCPT 5% and TDP1 block -2%.
CS(=O)(=O)N1N=C(c2ccc(Br)cc2)CC1c1ccc2c(c1)OCO2 (stereo not drawn) was read as TDP1 cell CPT inconclusive, TDP1 cell noCPT inconclusive and TDP1 block 1%.
For Clc1ccc(CO/N=C/c2cccs2)cc1 the results were TDP1 cell CPT 9%, TDP1 cell noCPT -14% and TDP1 block 6%.
Cc1ccccc1OCC(=O)NNC(=O)Nc1ccc(Cl)cc1 was read as TDP1 cell CPT 5.8µM*, TDP1 cell noCPT 4.6µM* and TDP1 block 2%.
For CC(=O)Nc1ccc(NC(=O)CCNC(=O)c2ccccc2Cl)cc1 the results were TDP1 cell CPT 3% and TDP1 cell noCPT 3%.
For Cc1cccc(N2CCN(C(=O)CCCCCn3c(=S)[nH]c4ccc(N5CCOCC5)cc4c3=O)CC2)c1C the results were TDP1 cell CPT 16µM*, TDP1 cell noCPT 6.5µM* and TDP1 block 1%.
For CN(CC(=O)Nc1ccccc1Br)C(=O)c1cccc(S(=O)(=O)N2CCc3ccccc32)c1 the results were TDP1 cell CPT inconclusive and TDP1 cell noCPT inconclusive.
Screening Cc1cccc(C(=O)NCCCNC(=O)c2cccnc2)c1 returned TDP1 cell CPT -11%, TDP1 cell noCPT -2% and TDP1 block 2%.
NCCN1CCN(CCN)CC1 was read as TDP1 cell CPT 3%, TDP1 cell noCPT 13% and TDP1 block 0%.
Screening Cc1ccc(C)n1-c1nnc(N2CCC(C(=O)NCCCN3CCN(C)CC3)CC2)s1 returned TDP1 cell CPT 26µM* and TDP1 cell noCPT inconclusive.
O=C(CCNC(=O)c1ccc(Br)cc1)NCc1cccnc1 was read as TDP1 cell CPT 2% and TDP1 cell noCPT 7%.
Screening CCCCOCCO returned TDP1 cell CPT -5%, TDP1 cell noCPT -20% and TDP1 block 6%&4%.
CCOc1ccc(C(=O)OCc2cc(=O)n3nc(C(C)C)sc3n2)cc1 was read as TDP1 cell CPT -12%, TDP1 cell noCPT -8% and TDP1 block 5%.
For Cc1noc(C)c1-c1ccc2ncnc(N3CCC(C(=O)O)CC3)c2c1 the results were TDP1 cell CPT inconclusive and TDP1 cell noCPT -3%.

The final two entries of the section above lead into the next.
CCOc1ccc(C(=O)OCc2cc(=O)n3nc(C(C)C)sc3n2)cc1 was read as TDP1 cell CPT -12%, TDP1 cell noCPT -8% and TDP1 block 5%.
For Cc1noc(C)c1-c1ccc2ncnc(N3CCC(C(=O)O)CC3)c2c1 the results were TDP1 cell CPT inconclusive and TDP1 cell noCPT -3%.
For S=C1SC2(CCCCCC2)NC2=C1CCCCC2 the results were TDP1 cell CPT inconclusive and TDP1 cell noCPT 13µM*.
CC(=O)c1ccc(N2CCN(C(=O)CCN3C(=S)NC(C)(C)CC3C)CC2)cc1 (stereo not drawn) was read as TDP1 cell CPT -16%, TDP1 cell noCPT -16% and TDP1 block 0%.
`Cc1ccc(/C=N/N2CCN(Cc3ccccc3)CC2)o1` gave TDP1 cell CPT -18%, TDP1 cell noCPT -6% and TDP1 block 9%.
Screening O=C(/C=C/c1ccccc1)Nc1ccc(CN2CCOCC2)cc1 returned TDP1 cell CPT inconclusive, TDP1 cell noCPT inconclusive and TDP1 block 5%.
For O=C(CN1CCCCC1)N/N=C/c1ccc(Cl)cc1Cl the results were TDP1 cell CPT -1% and TDP1 cell noCPT 0%.
Screening COC(=O)c1c(NC(=O)c2ccoc2C)sc2c1CCC2 returned TDP1 cell CPT -1% and TDP1 cell noCPT inconclusive.
Cc1cc(C)c(S(=O)(=O)NCC2CCC(C(=O)NCc3ccc4c(c3)OCO4)CC2)c(C)c1 (stereo not drawn) was read as TDP1 cell CPT inconclusive, TDP1 cell noCPT inconclusive and TDP1 block -4%.
N#CCCn1c(=O)c(-c2ccc(F)cc2)nc2cnc(OCc3ccccc3)nc21 was read as TDP1 cell CPT 8% and TDP1 cell noCPT 16%.
Screening CC(C)NC(=S)NNc1ncnc2sc3c(c12)CC(C)(C)OC3 returned TDP1 cell CPT -5% and TDP1 cell noCPT inconclusive.
`Cc1c(C(=O)C(=O)NCc2cccs2)c2ccccc2n1C` gave TDP1 cell CPT 13%, TDP1 cell noCPT -28% and TDP1 block -2%.
`COc1cccc(Cn2nc(SC)c(S(=O)(=O)c3ccccc3)c2N(C(C)=O)C(C)=O)c1` gave TDP1 cell CPT -20%, TDP1 cell noCPT inconclusive and TDP1 block 6%.
For Cc1ccc(CNC(=O)CN2C(=O)C3CCCCN3c3ccc(C(=O)N(C)C)cc32)cc1 (stereo not drawn) the results were TDP1 cell CPT -6%, TDP1 cell noCPT -24% and TDP1 block 2%.
Screening CC(=O)c1c(C)n(-c2ccc(C)cc2)c2ccc(O)cc12 returned TDP1 cell CPT -5%, TDP1 cell noCPT -16% and TDP1 block 3%.
CC1CCc2nc(NC(=O)c3ccc(N4C(=O)CCC4=O)cc3)sc2C1 (stereo not drawn) was read as TDP1 cell CPT -2%, TDP1 cell noCPT inconclusive and TDP1 block 0%.
`CCCCC1S/C(=N/N=C/c2ccco2)NC1=O` (stereo not drawn) gave TDP1 cell CPT 16µM*, TDP1 cell noCPT inconclusive and TDP1 block 8%.
For CC(=O)c1ccc(N2CCN(C(=O)Nc3ccc(Cl)cc3)CC2)cc1 the results were TDP1 cell CPT inconclusive, TDP1 cell noCPT 10µM* and TDP1 block 8%.
`CN(CCc1ccccc1)C(=O)c1cccc(NC(=O)Cc2cccc(NC(=O)C3CCCN(C(=O)C4CCC4)C3)c2)c1` (stereo not drawn) gave TDP1 cell CPT 18µM* and TDP1 cell noCPT inconclusive.
For O=C(Nc1ccccc1)Nc1ccc(C(=O)N2CCOCC2)cc1 the results were TDP1 cell CPT inconclusive, TDP1 cell noCPT inconclusive and TDP1 block -4%.
CCOc1ccc(CC(=O)Nc2c(C(=O)c3ccccc3)oc3ccc(OC)cc23)cc1OCC was read as TDP1 cell CPT -18%, TDP1 cell noCPT -7% and TDP1 block -6%.
`CC(O)CNCCCOc1ccc(Cl)cc1C(C)(C)C` (stereo not drawn) gave TDP1 cell CPT 13µM*, TDP1 cell noCPT 13µM* and TDP1 block 0%.
C=C1c2cc(C)ccc2NC(=O)N1c1ccc(C)cc1 was read as TDP1 cell CPT inconclusive, TDP1 cell noCPT -28% and TDP1 block 0%.
Screening O=C(Nc1ccc(Cl)cc1)c1ccc(-n2cccn2)c([N+](=O)[O-])c1 returned TDP1 cell CPT 23µM*, TDP1 cell noCPT 15µM* and TDP1 block 6%.

Five records picked at random from those above, as already listed:
For O=C(Nc1ccccc1)Nc1ccc(C(=O)N2CCOCC2)cc1 the results were TDP1 cell CPT inconclusive, TDP1 cell noCPT inconclusive and TDP1 block -4%.
For S=C1SC2(CCCCCC2)NC2=C1CCCCC2 the results were TDP1 cell CPT inconclusive and TDP1 cell noCPT 13µM*.
`CCCCC1S/C(=N/N=C/c2ccco2)NC1=O` (stereo not drawn) gave TDP1 cell CPT 16µM*, TDP1 cell noCPT inconclusive and TDP1 block 8%.
Cc1cc(C)c(S(=O)(=O)NCC2CCC(C(=O)NCc3ccc4c(c3)OCO4)CC2)c(C)c1 (stereo not drawn) was read as TDP1 cell CPT inconclusive, TDP1 cell noCPT inconclusive and TDP1 block -4%.
Screening COC(=O)c1c(NC(=O)c2ccoc2C)sc2c1CCC2 returned TDP1 cell CPT -1% and TDP1 cell noCPT inconclusive.
